CHRM4 PAM – potentiates acetylcholine response at human M4 receptor | activation, % at 3 µM | P08173 | 360,000 compounds, 0.4% hits | AID 624126 | CHO-K1 hM4/Gqi5, Fluo-8 calcium fluorescence, ACh EC20; 0% = ACh EC20, 100% = maximal ACh;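 active = activation above its plate's cutoff, the mean activation of sample wells plus 3 SD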; note: some results filed as inactive read as strong as hits
Target sequence (P08173 whole entry, looked up): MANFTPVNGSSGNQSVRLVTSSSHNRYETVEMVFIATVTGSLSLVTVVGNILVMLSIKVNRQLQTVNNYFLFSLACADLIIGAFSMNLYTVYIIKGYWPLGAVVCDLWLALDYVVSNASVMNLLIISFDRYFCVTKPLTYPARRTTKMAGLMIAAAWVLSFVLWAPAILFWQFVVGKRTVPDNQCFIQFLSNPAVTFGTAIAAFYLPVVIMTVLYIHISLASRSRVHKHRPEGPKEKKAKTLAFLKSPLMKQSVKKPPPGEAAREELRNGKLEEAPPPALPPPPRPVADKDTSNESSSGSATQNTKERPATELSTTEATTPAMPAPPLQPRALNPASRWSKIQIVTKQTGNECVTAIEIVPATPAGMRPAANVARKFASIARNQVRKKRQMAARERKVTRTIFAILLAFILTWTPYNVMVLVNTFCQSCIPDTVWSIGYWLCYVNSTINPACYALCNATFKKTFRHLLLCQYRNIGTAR
CRFBP-R2 block – blocks CRF-induced signaling of the CRF-BP/CRF-R2 complex; HEK293 CRF-R2/CRF-BP, CRF-induced calcium fluorescence; inhibition, % at 11.8 µM; 350,000 compounds, 0.59% hits;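 active = inhibition of the ligand-induced calcium signal above about 50% at the single tested concentration, limit read from the data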
CRFR2-BP ag – agonists of human CRF-binding protein/CRF-R2 receptor complex | HEK293 CRF-R2/CRF-BP, calcium dye fluorescence (FLIPR); percent of saturating CRF peptide response | activation, % at 13.2 µM | 350,000 compounds, 0.46% hits | AID 588473;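 active = activation of at least 50%, plus an integration ratio under a set limit after plate pattern correction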;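 note: plate controls were neutral control wells without compound for no effect and CRF at EC100 for full effect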
MEKK3 PB1 HTS – modulators (inhibitors or enhancers) of MEK5 binding to human MEKK3 PB1 domain; Q99759; bead-based flow cytometry, Alexa488-MEK5 binding to MEKK3; actives lie on both sides; 0 = blocked by unlabeled MEK5, 100 = vehicle; binding response (% of control), % at 10 µM; 290,000 compounds, 1.4% hits; AID 1529;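 active = binding response more than 3 SD above or below the average of its plate-row segment, actives on both sides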;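 note: Alexa488 bead fluorescence after subtracting the streptavidin-only scavenger bead signal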
GalR3 antagonist – antagonists of human GalR3. O60755. HEK293 GalR3-CNG cAMP membrane potential fluorescence; galR3 body fused to GalR1 C-terminus. inhibition, % at 3 µM. 360,000 compounds, 0.44% hits. AID 651719;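 active = inhibition above the screen-wide average plus 3 SD, cut at about 13% in these data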;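 note: forskolin and galanin both at EC90 stimulate the cells; cAMP rise reported by CNG channel membrane potential dye signal; 0% = forskolin plus galanin with DMSO and 100% = forskolin alone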
Target sequence (O60755 1-299 limits assumed): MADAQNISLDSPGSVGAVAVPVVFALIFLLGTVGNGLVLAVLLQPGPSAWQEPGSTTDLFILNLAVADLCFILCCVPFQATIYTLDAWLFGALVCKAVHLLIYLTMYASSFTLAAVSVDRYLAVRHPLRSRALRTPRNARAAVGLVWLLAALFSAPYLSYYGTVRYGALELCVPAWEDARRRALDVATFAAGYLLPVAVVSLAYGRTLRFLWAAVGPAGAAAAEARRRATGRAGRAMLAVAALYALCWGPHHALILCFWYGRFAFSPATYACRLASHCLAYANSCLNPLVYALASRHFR
PHOSPHO1 block – PHOSPHO1 (human) inhibition; Q8TCT1; recombinant PHOSPHO1, absorbance phosphatase assay; inhibition, % at 13.3 µM; 290,000 compounds, 1.1% hits; AID 1565; in the data active = inhibition above about 60%
Target sequence (Q8TCT1 whole entry, looked up): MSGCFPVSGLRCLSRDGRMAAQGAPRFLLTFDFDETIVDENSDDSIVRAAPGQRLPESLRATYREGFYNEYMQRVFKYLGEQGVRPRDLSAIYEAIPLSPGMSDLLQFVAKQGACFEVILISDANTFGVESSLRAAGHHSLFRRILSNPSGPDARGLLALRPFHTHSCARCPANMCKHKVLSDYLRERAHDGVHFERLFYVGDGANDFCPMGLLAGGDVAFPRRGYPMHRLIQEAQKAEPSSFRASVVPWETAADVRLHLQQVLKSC
IDE inh – inhibits human insulin-degrading enzyme in HEK cells | FAbetaB cleavage, fluorescence polarization | inhibition, % at 5.59 µM | 320,000 compounds, 0.41% hits;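 active = percent inhibition above the average of all tested compounds plus 3 SD, set per screening campaign, cut at about 16% in these data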;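 note: IDE supplied by intact live HEK cells; FP after avidin binding of uncleaved biotin substrate so inhibition keeps polarization high; 0% = DMSO wells and 100% = 60 µM reference IDE inhibitor Ii1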
pCIP destab – lowers stability of the mouse p/CIP coactivator protein; Q05BA5; F442A p/CIP-EGFP cells, EGFP fluorescence, 16 h; decrease of EGFP signal, % at 10 µM; 290,000 compounds, 0.01% hits;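 active = EGFP signal decrease of at least 30% at 10 µM or well 3 SD below plate mean, unless failing retest; inactive = the rest, including hits failing retest or dose response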; note: some compounds called inactive have numbers as strong as hits; many of its hits are not listed in these tables
IDE cell activ – activators of human insulin-degrading enzyme in cells; AID 493087; 340,000 compounds, 0.073% hits; HEK cells, FAbeta-B cleavage, fluorescence polarization; 0% vehicle, 100% cell-free pure enzyme wells; activation, % at 5.96 µM;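 active = activation above the mean of all tested compounds plus 3 SD, set per screening campaign, cut at about 17% in these data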
An asterisk follows results filed as active; . = not tested or not shown; [ ] = another dose, or the depositor's remark.

Values in the order – CHRM4 PAM | CRFBP-R2 block | CRFR2-BP ag | MEKK3 PB1 HTS | GalR3 antagonist | PHOSPHO1 block | IDE inh | pCIP destab | IDE cell activ
N#CC1(P(=O)(c2ccccc2)c2ccccc2)CC1
→ 8 | -2 | 0.7 | 101 | -3 | 4 | -3 | -3 | 1
COc1cccc(-c2cc(C(=O)Nc3c(C)n(C)n(-c4ccccc4)c3=O)no2)c1
→ -3 | 21 | -2.6 | 98 | 0 | 6 | 0 | -7 | 6
CN(Cc1ccc(Cl)cc1)C(=O)c1cc(S(=O)(=O)N2CCOCC2)ccc1N1CCCC1
→ 6 | -5 | 0.2 | . | -4 | . | -11 | . | 4
Cc1cccc(NC(=O)c2ccc(C)c(S(=O)(=O)N3CCCCC3)c2)n1
→ -4 | 1 | -0.9 | . | 3 | . | 4 | . | 3
Cc1ccc(NC2=C(Cl)C(=O)N(C3CCCCC3)C2=O)cc1
→ 5 | -31 | 1.5 | 95 | -8 | 2 | -1 | -13 | -1
CCc1ccc(C(=O)NNC(=O)c2c(CC)noc2C)cc1
→ 9 | -5 | 0.0 | . | -4 | . | -6 | . | 4
O=C(Cc1ccc(Br)cc1)N1CCCC1
→ 5 | -14 | -0.2 | 104 | -10 | 14 | 1 | 2 | 4
CCOC(=O)C1CCN(C(=S)Nc2cc(OC)c(OC)cc2C(=O)OC)CC1
→ 5 | 15 | 0.1 | 101 | -3 | -1 | -2 | -20 | 0
O=C(c1ccccc1F)N1CCOCC1
→ -2 | -9 | 1.4 | 103 | -4 | 43 | 1 | -5 | -6
CN1CCN(c2ccc(NC(=O)c3ccc(-c4ccccc4F)o3)cc2)CC1
→ 4 | -3 | -0.4 | . | -3 | . | 1 | . | 2
CN(C)CC(O)COc1cc2ccccc2cc1C(=O)N1CCCCC1 (configuration not stated)
→ 4 | 4 | -0.5 | 101 | -6 | -4 | 5 | -7 | 4
CN(Cc1cnccn1)C(=O)C1CCC(=O)N(CCc2ccc(Cl)cc2)C1 (configuration not stated)
→ -1 | -10 | 0.0 | 102 | -6 | -14 | 4 | 12 | 5
CCn1c(SCC(=O)NCc2ccccc2)nnc1-c1cccnc1
→ -4 | -3 | 0.4 | 102 | -5 | 37 | 3 | 3 | 3
CCn1c2ccccc2c2cc(NC(=O)c3ccccc3[N+](=O)[O-])ccc21
→ 6 | 7 | -2.4 | 103 | -2 | 1 | -2 | -9 | -3
CCOC(=O)N1CCN(C(=O)CSc2ccc(-c3ccccc3OC)nn2)CC1
→ -5 | 2 | -0.2 | 101 | -1 | 57 | 6 | -5 | 5
Cc1ccccc1Nc1nc(N)nc(COC(=O)/C=C/c2ccco2)n1
→ 2 | 23 | -0.9 | 94 | -10 | -18 | 0 | -17 | -4
COc1cccc(/C=N/NC(=O)CN2CC(c3ccccc3)CC2=O)c1O (configuration not stated)
→ 0 | -13 | 2.0 | 108 | -5 | 5 | -4 | -2 | 2
C/C(=N\Nc1ccc([N+](=O)[O-])cc1[N+](=O)[O-])c1cc2c(ccc3ccccc32)oc1=O
→ . | . | . | 84 | . | 15 | 0 | 11 | .
CCC(=O)N=C1SC2CS(=O)(=O)CC2N1c1cccc(OC)c1 (configuration not stated)
→ 3 | 2 | 1.9 | 101 | 12 | 10 | 2 | 4 | 2
CCOC(=O)Cc1cc(OC)c(OC)cc1Cc1cc(OC)c(OC)cc1CC(=O)OCC
→ 0 | 11 | -1.4 | 101 | -5 | 2 | 0 | -6 | 4
O=C(NCc1ccco1)/C(=C\C=C\c1ccccc1)NC(=O)c1ccccc1Br
→ -12 | -2 | -1.7 | 89 | -6 | 37 | 3 | 4 | 5
Cc1ccc(SCc2nc3ccccc3[nH]2)cc1
→ 8 | 12 | -1.3 | 2.0*[inhibitor] | -5 | 28 | 2 | -11 | -2
O=C1CSC(=S)N1c1ccccc1
→ 6 | -15 | -0.5 | . | -4 | . | . | . | 0
CCn1c(CN2CCCCC2)nc2cc(S(=O)(=O)N3CCCCC3)ccc21
→ 3 | -2 | -3.6 | . | -1 | . | -3 | . | 1
O=C1CC(N2CCC(c3nc4ccccc4o3)CC2)C(=O)N1Cc1cccs1 (configuration not stated)
→ 5 | -5 | 1.1 | 103 | -1 | 1 | 3 | -4 | -4
CC(=O)c1c(C)[nH]c(C(=O)O)c1C
→ -6 | -3 | 0.8 | 99 | -4 | 30 | 3 | -3 | 0
CN(C)S(=O)(=O)c1cc(NC(=O)COC(=O)Cc2cccc3ccccc23)ccc1Cl
→ -11 | 8 | 1.3 | 105 | -7 | -28 | -7 | -9 | -2
O=C(NC1CCCC1)C(c1ccncc1)N(Cc1cccs1)C(=O)c1csnn1 (configuration not stated)
→ -7 | 4 | 2.4 | 115 | 0 | 7 | 3 | -8 | 5
CCc1ccc(OCC(=O)NC(=S)Nc2cccc(CO)c2)c(Br)c1
→ -3 | -4 | -0.3 | 105 | -5 | 1 | 4 | 7 | 2
CC(=O)NCCc1nc2cc(NC(=O)COc3ccc(C)cc3)ccc2n1C
→ -3 | 3 | 0.3 | 103 | -8 | 24 | -4 | 3 | 5

Taken from above:
Result for `CCc1ccc(OCC(=O)NC(=S)Nc2cccc(CO)c2)c(Br)c1` in IDE inh: 4
Result for `COc1cccc(/C=N/NC(=O)CN2CC(c3ccccc3)CC2=O)c1O` (configuration not stated) in MEKK3 PB1 HTS: 108

(list continues)
Values in the order – CHRM4 PAM | CRFBP-R2 block | CRFR2-BP ag | MEKK3 PB1 HTS | GalR3 antagonist | PHOSPHO1 block | IDE inh | pCIP destab | IDE cell activ
CCOC(=O)c1[nH]c(C)c(C(=O)OCC(=O)N2CCc3ccccc32)c1C
→ -1 | -28 | -0.6 | 110 | -5 | 17 | -1 | -12 | 3
Cc1c(C(=O)O)oc2ccc(S(=O)(=O)N3CCCCC3C(=O)O)cc12 (configuration not stated)
→ -3 | 1 | -0.5 | 108 | 0 | 2 | -3 | -12 | 5
COC(=O)C1=C(C)N(Cc2ccco2)C(=O)N[C@H]1c1cccc(C(F)(F)F)c1
→ . | -1 | -0.2 | 100 | . | -6 | -1 | -7 | .
Cc1ccc(NC(=O)c2cccs2)cc1NC(=O)c1cccc(F)c1
→ 0 | 6 | -0.2 | 96 | -2 | . | 4 | -137 | 2
c1cncc(-c2nn3c(Cn4cnc5ccccc54)nnc3s2)c1
→ 2 | -31 | -0.7 | 102 | -11 | 69* | 3 | -8 | -2
Cc1nnc(SCC(=O)Nc2ccc3[nH]c(=O)[nH]c3c2)s1
→ 7 | -5 | -0.1 | . | -4 | . | 4 | . | 2
COc1cc2c(C(=O)NCCCN3CCN(c4cccc(Cl)c4)CC3)cn(C)c(=O)c2cc1OC
→ 1 | 4 | -1.1 | 127* | -3 | 32 | 8 | -18 | -5
CCOC(=O)Oc1ccc2oc(=O)cc(C)c2c1
→ 4 | 13 | 0.2 | 101 | -2 | -24 | 2 | 1 | 2
CCc1c(C)nc(N)n2c(SCC(=O)Nc3ccccc3)nnc12
→ -5 | 14 | -1.6 | 97 | -1 | 42 | -6 | -7 | 2
COc1ccc(-c2cccc3c2C2CC3CCN2C(=O)OCc2ccccc2)cc1 (configuration not stated)
→ -4 | -5 | 5.6 | . | -8 | . | . | . | -1
c1ccc2c(-c3ccc(OCCN4CCCCC4)cc3)c(-c3ccsc3)sc2c1
→ 9 | -11 | 3.8 | . | -2 | . | 0 | . | -6
C[C@@H]1CN(S(=O)(=O)C(C)(C)C)[C@H](CCO)/C1=C\c1ccccc1
→ 0 | -1 | -2.5 | . | -7 | . | . | . | 3
COc1ccc(/C=N/n2nnnc2N)c(OC)c1
→ 2 | 9 | -2.0 | 100 | -2 | 19 | . | -7 | 1
Cc1cc(C)nc(N2CCCC(C(=O)NCCc3cccc(F)c3)C2)n1 (configuration not stated)
→ 12 | 10 | 0.2 | 103 | . | -48 | -7 | -1 | 2
COc1cc(NC2c3ccccc3C(=O)N2Cc2ccccc2Cl)cc(OC)c1OC (configuration not stated)
→ -6 | 2 | -2.1 | 110 | -7 | 0 | 2 | 6 | 4

One compound at a time (already shown).
CCOC(=O)Oc1ccc2oc(=O)cc(C)c2c1 as listed: CHRM4 PAM: 4; CRFBP-R2 block: 13; CRFR2-BP ag: 0.2; MEKK3 PB1 HTS: 101; GalR3 antagonist: -2; PHOSPHO1 block: -24; IDE inh: 2; pCIP destab: 1; IDE cell activ: 2
COC(=O)C1=C(C)N(Cc2ccco2)C(=O)N[C@H]1c1cccc(C(F)(F)F)c1 as listed: CHRM4 PAM: .; CRFBP-R2 block: -1; CRFR2-BP ag: -0.2; MEKK3 PB1 HTS: 100; GalR3 antagonist: .; PHOSPHO1 block: -6; IDE inh: -1; pCIP destab: -7; IDE cell activ: .
COc1ccc(/C=N/n2nnnc2N)c(OC)c1 as listed: CHRM4 PAM: 2; CRFBP-R2 block: 9; CRFR2-BP ag: -2.0; MEKK3 PB1 HTS: 100; GalR3 antagonist: -2; PHOSPHO1 block: 19; IDE inh: .; pCIP destab: -7; IDE cell activ: 1

(cont.)
Values in the order – CHRM4 PAM | CRFBP-R2 block | CRFR2-BP ag | MEKK3 PB1 HTS | GalR3 antagonist | PHOSPHO1 block | IDE inh | pCIP destab | IDE cell activ
O=C(CCN1CCOCC1)NNC(=S)NC(=O)c1ccc(Br)cc1
→ -9 | -11 | -2.1 | 108 | -4 | 24 | 4 | 6 | -7
CC(=O)Nc1cccc(NC(=O)c2ccc3c(c2)CCN3S(C)(=O)=O)c1
→ -9 | 4 | 1.3 | 97 | -12 | 18 | 4 | 3 | 4
O=C(Nc1nc2ccccc2c(=O)[nH]1)c1ccccc1SCc1ccccc1
→ 4 | -10 | 0.8 | 101 | -6 | 25 | 1 | -4 | 2
Cc1ccc2c(c1)nnn2C1CCN(S(=O)(=O)c2cccc(S(=O)(=O)N(C)C)c2)CC1
→ -18 | -6 | 0.9 | 100 | -7 | -42 | 2 | -37 | 0
c1ccc(-c2cc(-c3ccncc3)nc3ccc4ccccc4c23)cc1
→ -2 | -39 | -0.7 | 94 | -2 | -2 | 4 | 6 | 3
CCSc1ccc([C@@H]2[C@H]3C(=O)N(C)C(=O)[C@H]3[C@]3(C(=O)OC)CCCCN23)cc1
→ 8 | -3 | -2.2 | . | -5 | . | -2 | . | 2
Cc1noc(C)c1C(=O)N1CCN(S(=O)(=O)c2ccc(F)cc2)CC1
→ -10 | 12 | -1.6 | 111 | 2 | 37 | 0 | -20 | 4
COc1ccc(CN2CCC(n3nccc3NC(=O)C3CC3)CC2)cc1O
→ -2 | 15 | 0.8 | 105 | -4 | 28 | -4 | 7 | 4
CCOC(=O)c1c(C)[nH]c(N=Nc2ccc(OC)cc2)c1C
→ 3 | -7 | -1.4 | 90 | -4 | 14 | 1 | -6 | -6
Cn1c(Nc2ccc(F)cc2)nc2ccccc21
→ -1 | 9 | -1.0 | 105 | -4 | 24 | -2 | -14 | 9
CCC(C)OC(=O)C1=C(C)OC23OC(N)=C(C#N)C12C(=O)c1ccccc13 (configuration not stated)
→ -1 | 4 | -1.7 | 97 | -5 | -4 | -6 | 1 | 3
COc1ccc(C(=O)Nc2cccc(C(=O)N3CCN(C)CC3)c2)cc1
→ 7 | 42 | -0.8 | 99 | -5 | -7 | 1 | -2 | 5

Source: PubChem BioAssay (several laboratories)
